mIAP block = blocks mouse intestinal alkaline phosphatase; actives 0.2% (n = 330,000); AID 2806; purified mouse IAP, CDP-Star luminescence, 30 min; inhibition, % at 10 µM;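 active = inhibition of at least 40% at 10 µM in the primary screen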;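 also: plate controls were DMSO with enzyme for no effect and no enzyme wells for full effect; values of inactives mirror those of a sister screen read the other way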
hIAP activ = human IAP activation; activation factor at 10 µM; AID 2524; purified human IAP, CDP-Star luminescence, 30 min; active compounds read high; 1 = vehicle-only enzyme, 0 = enzyme-free background; actives 0.16% (n = 330,000);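 active = activation factor of the enzyme at least 2-fold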; also: the source names both 10 and 20 µM as test concentration; values of inactives mirror those of a sister screen read the other way
PfG6PD inh = PfG6PD (Plasmodium falciparum) enzyme inhibition. PfGluPho enzyme, NADPH resazurin-diaphorase fluorescence. actives 0.78% (n = 350,000). inhibition, % at 20 µM;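 active = inhibition reaching at least a set limit at 20 µM in the primary screen, cut at about 59% in these data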;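 also: 0% = DMSO wells with substrate and 100% = DMSO wells lacking glucose-6-phosphate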
APOBEC3A inh = human APOBEC3A DNA deaminase inhibition. recombinant A3A, FAM/TAMRA ssDNA deamination fluorescence. inhibition, % at 20 µM. actives 0.41% (n = 330,000). AID 493011;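 active = at least 40% inhibition at 20 µM here, with at most 30% in a related deaminase screen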;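 also: plate controls were A3A with DMSO for no effect and wells lacking A3A enzyme for full effect; some results filed as inactive read as strong as hits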
Target sequence (P31941 whole entry, looked up): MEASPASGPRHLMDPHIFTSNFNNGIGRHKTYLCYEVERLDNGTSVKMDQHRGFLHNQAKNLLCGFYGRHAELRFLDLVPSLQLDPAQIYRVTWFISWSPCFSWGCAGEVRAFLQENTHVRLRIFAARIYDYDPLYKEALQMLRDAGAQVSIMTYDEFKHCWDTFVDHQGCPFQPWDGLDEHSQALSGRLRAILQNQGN
ATG4B inh = blocks human ATG4B protease cleavage of LC3 substrate | ATG4B cleavage of LC3-PLA2, NBD-HPC fluorescence, 1 h | inhibition, % at 8.33 µM | actives 0.51% (n = 340,000); in the data active = inhibition above about 40%
mIAP activ = increases mouse intestinal alkaline phosphatase activity | muIAP, CDP-Star luminescence, 30 min; active compounds read high; 1 = vehicle-only enzyme signal, 0 = enzyme-free wells | AID 2805 | actives 0.24% (n = 330,000) | activation factor at 10 µM;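 active = activation factor of at least 2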; also: the source names both 10 and 20 µM as test concentration; values of inactives mirror those of a sister screen read the other way
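also added = chemiluminescent substrate CDP-Star | test system = mouse IAP enzyme | signal = chemiluminescence readout | compound = DMSO-dissolved test compounds | incubation = 30 min at room temperature | benchmarks = DMSO wells, no-enzyme wells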
hIAP inh = human IAP inhibition | P09923 | purified IAP, CDP-Star luminescence, 30 min | inhibition, % at 10 µM | actives 0.12% (n = 330,000) | AID 2544;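 active = inhibition reaching a set limit with compound at 10 µM in the primary screen, cut at about 35% in these data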;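 also: plate controls were DMSO wells with enzyme for no effect and no-enzyme buffer wells for full effect; values of inactives mirror those of a sister screen read the other way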
HKDC1 inh = inhibitors of human hexokinase HKDC1; actives 0.16% (n = 340,000); inhibition, % at 20 µM; recombinant HKDC1, G6PDH/diaphorase resazurin coupled fluorescence; Q2TB90;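 active = inhibition above about 35% when tested at 20 µM, limit read from the data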;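 also: plate controls were DMSO wells with enzyme for no effect and DMSO wells lacking enzyme for full effect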
Target sequence (Q2TB90 whole entry, looked up): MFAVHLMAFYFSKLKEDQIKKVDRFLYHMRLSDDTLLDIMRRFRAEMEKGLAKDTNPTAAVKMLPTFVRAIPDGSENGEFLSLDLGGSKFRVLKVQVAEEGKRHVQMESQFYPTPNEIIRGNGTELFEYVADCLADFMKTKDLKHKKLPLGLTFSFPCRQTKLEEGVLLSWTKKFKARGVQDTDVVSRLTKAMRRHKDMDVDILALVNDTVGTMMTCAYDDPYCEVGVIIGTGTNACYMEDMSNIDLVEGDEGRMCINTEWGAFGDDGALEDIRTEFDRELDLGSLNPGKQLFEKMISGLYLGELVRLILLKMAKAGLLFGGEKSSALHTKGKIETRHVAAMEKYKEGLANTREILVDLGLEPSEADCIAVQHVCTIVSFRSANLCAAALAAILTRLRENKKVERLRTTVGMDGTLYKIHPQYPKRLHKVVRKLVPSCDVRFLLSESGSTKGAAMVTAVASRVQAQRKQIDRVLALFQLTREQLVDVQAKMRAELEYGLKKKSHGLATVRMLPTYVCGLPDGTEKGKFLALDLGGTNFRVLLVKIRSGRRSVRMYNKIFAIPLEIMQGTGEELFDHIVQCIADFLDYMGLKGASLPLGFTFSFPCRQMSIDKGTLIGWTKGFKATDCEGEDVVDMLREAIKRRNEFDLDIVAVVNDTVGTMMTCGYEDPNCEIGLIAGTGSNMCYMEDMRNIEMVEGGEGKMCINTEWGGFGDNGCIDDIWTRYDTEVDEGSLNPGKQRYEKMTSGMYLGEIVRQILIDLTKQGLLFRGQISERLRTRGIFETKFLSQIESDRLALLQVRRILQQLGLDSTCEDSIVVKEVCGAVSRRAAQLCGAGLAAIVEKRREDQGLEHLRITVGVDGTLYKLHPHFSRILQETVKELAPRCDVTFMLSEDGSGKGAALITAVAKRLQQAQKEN
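Test system: HK5 enzyme. Quantity: 5 µg/mL HK5 final. Reagent: glucose and ATP substrates. Schedule: 90 min reaction incubation at room temperature, dark. Technique: resazurin-to-resorufin fluorescence via G6PDH and diaphorase coupling, 525/613 nm. Control set: DMSO wells with and without enzyme mix.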
The depositor's hits bear a star; x = not tested or not shown.

mIAP activ,hIAP activ,ATG4B inh,APOBEC3A inh,mIAP block,HKDC1 inh,PfG6PD inh,hIAP inh,SMILES
1,0.97,14,-4,0,3,-12,3,Cc1ccc(NC(=O)N(C2=NCC(C)S2)c2ccccc2)cc1 (stereo not given)
1,1.2,3,-1,-4,-5,-16,-16,Cc1cc(C(=O)OCCO)c(C#N)c(N)n1
1.1,0.88,-3,-6,-12,6,-12,12,CN(C(=O)c1ccccc1)c1ccc(OCC(=O)NC2CCS(=O)(=O)C2)cc1 (stereo not given)
1.1,0.8,0,3,-6,10,-18,20,COc1cccc(C(=O)N2CCCC(c3nc(-c4cccs4)no3)C2)c1 (stereo not given)
0.99,1.1,0,-2,1,0,19,-5,COc1cccc(CN2CCN(S(=O)(=O)c3ccc(Cl)s3)CC2)c1
0.97,0.86,2,2,3,-7,47,14,CN(C)c1nc(NS(=O)(=O)c2ccc(Cl)cc2)nc(N(C)C)n1
0.9,1,-6,0,10,-3,-4,-4,Cc1nnc(-c2cnn(-c3ccccc3)c2N)n1Cc1ccncc1
0.98,1.2,x,0,2,x,x,-18,COC(=O)C1=C(C)N(Cc2ccco2)C(=O)N[C@H]1c1ccccc1
0.95,0.85,-1,1,5,-6,9,14,Cc1ccc(SCCN)cc1C
0.99,1.1,-10,-6,0,-6,15,-12,COc1cc(C(=O)OCC(=O)N(C)c2ccccc2)cc(OC)c1OC
0.92,1.1,-6,-6,8,-8,25,-6,O=C(CCC(=O)NNc1nc2ccccc2c2nc(-c3ccccc3)nn12)NCCCN1CCOCC1
1,1,-6,2,-1,-7,2,-4,O=C(Cn1c(C(=O)NCC2CCCO2)cc2sccc21)c1ccccc1 (stereo not given)
0.93,0.76,-8,-2,7,11,-5,24,COC(=O)c1ccccc1NC(=S)N(Cc1ccc2c(c1)OCO2)Cc1cc2ccc(OC)cc2[nH]c1=O
0.97,0.96,5,-4,3,4,-3,4,CN(C)c1ccc(C(CNC(=O)c2ccccc2Br)c2c[nH]c3ccccc23)cc1 (stereo not given)
0.94,0.85,-4,-2,6,0,9,15,Cc1c(C(=O)N(Cc2ccc(N(C)C)cc2)C2CCS(=O)(=O)C2)oc2ccccc12 (stereo not given)
1,1,-4,-3,-5,-12,24,-2,CNC(=S)N(CCc1ccc(OC)c(OC)c1)Cc1cc2c(C)cc(C)cc2[nH]c1=O
0.99,0.93,-3,-1,1,-2,9,7,Cc1ccc(Cl)cc1NC(=O)CCS(=O)(=O)c1cccc2nonc12
0.99,1.2,-5,-2,1,-3,-1,-16,COc1ccc(CN(C)C(=O)c2cccc(S(=O)(=O)N3CCN(c4ccccc4)CC3)c2)c(OC)c1OC
1,1.1,10,0,-2,1,-15,-10,CCN(CC)C1CCN(C(=O)c2ccc3nc(Cc4ccc(OC)cc4)oc3c2)C1 (stereo not given)
0.99,1,-6,0,1,-5,8,-2,O=c1[nH][nH]c(C(F)(F)F)c1C=NCc1cccc(Cl)c1
1,0.94,-9,3,-2,-2,5,6,COC(=O)c1cc(S(=O)(=O)NCCc2ccc(Cl)cc2)c[nH]1
0.88,1.3,-8,0,12,-2,-11,-26,COc1ccc(/C=N/n2cc(-c3ccc(OC)cc3)nc2N)cc1
1.1,0.92,24,5,-9,3,73*,8,COc1ccc(NC(=O)c2oc3ccccc3c2CSC)cn1
0.8,0.8,5,0,20,9,7,20,Cc1nn(Cc2ccc(Cl)cc2)c(C)c1NC(=O)c1noc2c1CCc1ccccc1-2
0.89,0.96,-1,-2,11,16,2,4,Cc1ccc(-n2nc3ccc(N)cc3n2)cc1
0.89,0.86,-4,-1,11,-3,2,14,COc1cc2ccccc2cc1C(=O)Nc1nccs1
0.97,1.1,0,-3,3,10,0,-6,Cc1occc1C(=O)NC(C)c1ccc2c(c1)OCO2 (stereo not given)
1.1,1.1,-7,-4,-7,0,-12,-10,O=C(CCCn1nnc2ccccc2c1=O)N[C@@H](Cc1ccccc1)C(=O)O
1,0.96,3,3,0,-6,-15,4,COc1ccccc1CC1CC(=O)N(c2ccccc2)C1=O (stereo not given)
0.97,1.1,-1,-7,3,0,-3,-11,CCOc1ccccc1CNc1nnnn1C
1,1,8,-1,-2,-2,-39,-2,O=C(O)c1ccc(NS(=O)(=O)c2cccc(S(=O)(=O)c3ccc(Cl)c(Cl)c3)c2)cc1
0.96,0.82,5,-3,4,3,-11,18,Cc1ccc(NC(=O)Cn2nnc(C(=O)NCc3cccs3)c2N)cc1
0.96,1,7,0,4,10,-12,-1,CCOc1cc(/C=C(/C#N)c2nc3ccccc3[nH]2)ccc1OCc1ccc(C(=O)O)o1
1,0.98,-8,4,0,12,-2,2,CN(C)CCCOC(=O)c1sc2ccccc2c1Cl
1.1,1.1,-1,5,-9,-4,4,-10,CCCCN(C(=O)C1CCCC1)c1c(N)n(Cc2ccccc2)c(=O)[nH]c1=O
1.1,0.98,7,2,-6,-6,-19,2,O=C(Nc1ccccc1)N1CCCC1c1cccs1 (stereo not given)

Some of the entries so far, field by field:
molecule: Cc1ccc(NC(=O)Cn2nnc(C(=O)NCc3cccs3)c2N)cc1
  mIAP activ = 0.96
  hIAP activ = 0.82
  ATG4B inh = 5
  APOBEC3A inh = -3
  mIAP block = 4
  HKDC1 inh = 3
  PfG6PD inh = -11
  hIAP inh = 18

molecule: CCOc1cc(/C=C(/C#N)c2nc3ccccc3[nH]2)ccc1OCc1ccc(C(=O)O)o1
  mIAP activ = 0.96
  hIAP activ = 1
  ATG4B inh = 7
  APOBEC3A inh = 0
  mIAP block = 4
  HKDC1 inh = 10
  PfG6PD inh = -12
  hIAP inh = -1

molecule: CN(C)CCCOC(=O)c1sc2ccccc2c1Cl
  mIAP activ = 1
  hIAP activ = 0.98
  ATG4B inh = -8
  APOBEC3A inh = 4
  mIAP block = 0
  HKDC1 inh = 12
  PfG6PD inh = -2
  hIAP inh = 2

molecule: CCCCN(C(=O)C1CCCC1)c1c(N)n(Cc2ccccc2)c(=O)[nH]c1=O
  mIAP activ = 1.1
  hIAP activ = 1.1
  ATG4B inh = -1
  APOBEC3A inh = 5
  mIAP block = -9
  HKDC1 inh = -4
  PfG6PD inh = 4
  hIAP inh = -10

Next part
mIAP activ,hIAP activ,ATG4B inh,APOBEC3A inh,mIAP block,HKDC1 inh,PfG6PD inh,hIAP inh,SMILES
0.99,1.2,1,-3,1,-2,17,-20,CCC(C(=O)OC)n1cnc2c(nnn2-c2cccc(OC)c2)c1=O (stereo not given)
1.1,1.1,-2,-17,-10,-1,5,-8,Nc1nc(SCc2ccc(Cl)cc2)ns1
1,1,4,-1,-5,0,-2,-3,CC(C)NC(=O)c1ccccc1NC(=O)C(C)Oc1ccccc1 (stereo not given)
0.93,1.2,-6,-4,7,-1,-2,-22,Cc1ccc(C(=O)N/C(=C\c2cn(C)c3ccccc23)C(=O)NCCCn2ccnc2)cc1
1.1,1.1,-9,3,-8,2,-1,-8,O=C(Nc1ccc2c(c1)nc1n2CCOC1)C1CCCCC1
0.93,0.99,-2,2,7,1,35,1,O=C(Nc1ccc(-c2cnco2)cc1)c1ccccc1
0.96,0.95,11,0,4,29,13,5,c1ccc(Nc2scc(-c3ccccc3)[n+]2Cc2ccco2)cc1
1,0.96,-1,22,0,1,-9,4,CC1CCN(c2ccc(S(=O)(=O)Nc3cc(C(=O)O)cc(C(=O)O)c3)cc2[N+](=O)[O-])CC1
1.1,1.2,1,-14,-10,-6,-5,-18,O=P(c1ccccc1)(c1ccccc1)C(O)c1ccc(Br)cc1 (stereo not given)
0.92,0.96,x,-4,8,x,x,4,COc1cc(-c2nnc(NC(=O)c3ccc(S(=O)(=O)N4CCOCC4)cc3)o2)cc(OC)c1OC
1,1.2,-2,-2,-3,-8,-14,-19,CCc1ncc(C(O)c2cccc(OC)c2OC)n1C (stereo not given)
0.93,0.98,-7,-3,7,-10,-3,2,O=C(CN1CCN(Cc2cccc(Cl)c2)C1=O)NCc1ccccn1
0.96,0.84,3,-6,4,-13,0,16,CCOC(=O)N/N=C/c1ccc(OCCSc2ccc(Cl)cc2)c(OCC)c1
0.93,1,32,-1,7,-8,8,0,c1ccc(Cn2c(-c3ccccc3)nc3nc4ccccc4nc32)cc1
0.79,0.94,5,1,21,-5,-33,6,O=C1C2C(C(=O)N1/N=C/c1cc(Br)cc([N+](=O)[O-])c1O)C1C=CC2C12CC2 (stereo not given)
0.94,0.88,-2,1,6,-5,3,12,CCOc1ccccc1NS(=O)(=O)c1ccc(-n2cccn2)cc1
4*,1.2,-3,1,-301,-11,-2,-16,CCOc1ccc(C(C)NC(=S)NCc2ccc(Cl)cc2)cc1 (stereo not given)
0.99,1,0,0,1,-6,-3,-2,COc1cc(N)c(Br)cc1C(=O)O
0.88,0.91,7,1,12,-3,9,9,Fc1ccc(C2CCNCC2COc2ccc3c(c2)OCO3)cc1 (stereo not given)
1,1,-10,-3,-2,-5,-3,-2,Cc1ccc(NC(=S)N2CCN(c3ncccn3)CC2)cc1C
0.99,0.95,0,-2,1,-7,-18,5,COCCn1c(SCC(=O)NCCc2ccccc2)nnc1-c1ccco1
1.1,0.96,-6,1,-12,6,-1,4,CCOc1ccc(NC(=O)COC(=O)CCS(=O)(=O)c2ccc(C)cc2)cc1
1,1,7,0,-2,-1,-7,-4,Cc1cc(C(=O)N2CCCC(CO)(Cc3ccc(F)cc3)C2)c(C)o1 (stereo not given)
1,1,-11,-1,-4,-4,-3,-4,CCN(Cc1nc(-c2ccccc2)no1)C(=O)c1ccc2c(c1)OCO2
1,0.97,-2,-3,-1,-5,-2,3,Cc1ccc(NC(=O)Cn2cnc3ccccc32)cc1C
0.92,0.8,-1,1,8,-2,-8,20,CCOC(=O)C1=C(COC(=O)CNC(=O)c2cccc(C)c2)NC(=O)NC1C (stereo not given)
0.94,0.88,6,1,6,1,-4,12,Cc1nn(-c2ccccc2)c2nc(C(F)F)cc(C(F)F)c12
0.96,0.87,-2,-3,4,0,15,13,Cn1c(=O)c2c(nc(NCCNC(=O)c3ccco3)n2Cc2ccccc2)n(C)c1=O
0.91,0.92,6,-4,9,29,-25,8,CC(Sc1ccc2c(c1)OCCO2)C(=O)Nc1ncc(Cl)cc1Cl (stereo not given)
1,0.91,-1,-5,-2,-3,7,9,CCOc1ccccc1C(=O)Nc1cccc2ccccc12
0.94,1,1,-5,6,-4,4,-4,Cc1cc(Br)ccc1N=C1NC(=O)CS1
0.9,0.95,-1,-3,10,-5,3,5,CC(=O)N1CCN(C(=O)c2cc(-c3cccc4ccccc34)nc3ccccc23)CC1
0.92,0.96,4,10,8,-4,-2,4,O=C(c1cccc(S(=O)(=O)N2CCN(c3ccccc3)CC2)c1)N1CCCCCCC1
0.98,0.92,3,-1,2,-8,4,8,O=C(COC(=O)CNC(=O)c1cccc(OC(F)F)c1)NNC(=O)c1ccccc1
1,1.1,-1,1,0,-8,8,-6,CCOC(=O)N/N=C\c1cccc(OC)c1
0.89,0.93,0,1,11,-1,2,7,COc1ccc(CCn2c(C)nc3ccccc3c2=O)cc1OC
0.99,0.99,0,-1,1,0,-16,1,COc1ccccc1CCNS(=O)(=O)c1ccc(C(=O)O)n1C
1,1.4,22,-1,-2,-2,-5,-38,CCOC(=O)C1=C(O)C(Nc2nccs2)(C(F)(F)F)N=C1C (stereo not given)
1.1,1.3,0,-9,-6,-2,3,-28,COc1ccc(C(=O)NC2CCCc3c2cnn3-c2ccc(C)c(C)c2)c(OC)c1OC (stereo not given)
0.79,0.94,1,0,21,-1,-4,6,CCN(CC)CCCN(Cc1cc2cc3c(cc2[nH]c1=O)OCO3)C(=S)NCc1ccco1
0.91,0.94,-8,-4,9,-2,-15,6,CCN(C(=O)c1ccc(S(=O)(=O)N2CCC(C)CC2)cc1)C1CCS(=O)(=O)C1 (stereo not given)

Rows are unselected; any-hit rate near 2.4%.
